beta cell repl – induces beta-cell replication in MIN6 cells | proliferation, % at 10 µM | 330,000 compounds, 0.29% hits | MIN6 cells proliferation, ATPlite luminescence, 48 h; cells starved in 0.2% serum; 100% = growth in 10% serum | AID 2380;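 active = compounds whose signal lies at least 3.5 SD above the mean of all wells on their plate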;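 note: 0% = DMSO-treated cells in low-serum medium and 100% = 10% serum control; some compounds called inactive have numbers as strong as hits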
HKDC1 inhibitor – HKDC1 (human) hexokinase inhibition; inhibition, % at 20 µM; recombinant HKDC1, G6PDH/diaphorase resazurin coupled fluorescence; 340,000 compounds, 0.16% hits; Q2TB90;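 active = inhibition above about 35% when tested at 20 µM, limit read from the data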;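 note: plate controls were DMSO wells with enzyme for no effect and DMSO wells lacking enzyme for full effect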
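Test system: recombinant HKDC1 (HK5) hexokinase enzyme, produced in-house / Doses: 20 µM test compound, 1% DMSO / Timing: 90 min, room temperature / Detection: G6PDH/diaphorase-coupled fluorescence, 1 mM NADP, 100 µM resazurin, 525/613 nm / Control set: DMSO wells with and without enzyme mix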
SENP6 block – blocks the human protease SENP6. Recombinant SENP6 catalytic domain, aminoluciferin luminescence. Q9GZR1. 330,000 compounds, 1.8% hits. AID 2599. inhibition, % at 10 µM;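 active = inhibition above about 50% at the single tested dose, limit read from the data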;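 note: plate controls were DMSO wells with enzyme for no effect and DMSO wells lacking enzyme for full effect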
PfG6PD inh – PfG6PD (Plasmodium falciparum) enzyme inhibition; inhibition, % at 20 µM; 350,000 compounds, 0.78% hits; PfGluPho enzyme, NADPH resazurin-diaphorase fluorescence;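 active = inhibition reaching at least a set limit at 20 µM in the primary screen, cut at about 59% in these data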;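 note: 0% = DMSO wells with substrate and 100% = DMSO wells lacking glucose-6-phosphate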
SENP7 inh – inhibitors of human SENP7 protease; Q9BQF6; recombinant SENP7, Z-RLRGG-aminoluciferin luminescence, 40 min; inhibition, % at 5 µM; 330,000 compounds, 1.5% hits; AID 434973;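 active = inhibition above about 50% at the single test dose, limit read from the data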;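 note: plate controls were DMSO with enzyme for no effect and no enzyme buffer wells for full effect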
Target sequence (Q9BQF6 706-1050 limits assumed): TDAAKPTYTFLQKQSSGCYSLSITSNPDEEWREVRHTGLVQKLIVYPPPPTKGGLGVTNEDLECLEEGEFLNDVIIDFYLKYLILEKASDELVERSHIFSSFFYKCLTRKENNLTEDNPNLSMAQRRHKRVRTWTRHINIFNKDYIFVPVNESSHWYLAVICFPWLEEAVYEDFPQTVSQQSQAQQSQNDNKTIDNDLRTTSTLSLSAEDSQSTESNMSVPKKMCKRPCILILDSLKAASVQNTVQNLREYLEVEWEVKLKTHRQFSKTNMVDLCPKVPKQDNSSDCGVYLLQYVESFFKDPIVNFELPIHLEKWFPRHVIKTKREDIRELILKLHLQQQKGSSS
SENP8 block-1 – inhibitors of human SENP8 protease; Q96LD8; purified SENP8, Z-RLRGG-aminoluciferin cleavage, luminescence; inhibition, % at 10 µM; 330,000 compounds, 1.2% hits; AID 2540; in the data active = inhibition above about 50%
Target sequence (Q96LD8 whole entry, looked up): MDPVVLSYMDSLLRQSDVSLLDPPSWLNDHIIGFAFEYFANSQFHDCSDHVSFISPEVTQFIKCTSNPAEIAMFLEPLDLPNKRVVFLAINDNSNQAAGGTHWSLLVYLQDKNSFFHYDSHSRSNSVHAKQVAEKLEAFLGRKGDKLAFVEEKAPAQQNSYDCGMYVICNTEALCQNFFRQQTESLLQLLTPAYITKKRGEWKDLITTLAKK
SENP8 block-2 – inhibitors of human SENP8 protease; AID 602440; inhibition, % at 20 µM; recombinant SENP8, Nedd8 substrate fluorescence; 360,000 compounds, 0.64% hits; Q96LD8; in the data active = inhibition mostly above about 40%, no sharp cut-off; inactive = mostly below about 27%
SENP1 inh – inhibitors of human SENP1 SUMO protease catalytic domain. Q9P0U3. recombinant SENP1 catalytic domain, CyPet-SUMO1-YPet FRET cleavage. inhibition, % at 10 µM. 360,000 compounds, 0.21% hits. AID 624204;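 active = inhibition at least 30% at 10 µM, raw YFP signal under a set limit, fluorescence ratio 0.5 to 1.5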;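 note: 0% = enzyme with DMSO and 100% = no enzyme wells; some results filed as inactive read as strong as hits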
Target sequence (Q9P0U3 419-644 limits assumed): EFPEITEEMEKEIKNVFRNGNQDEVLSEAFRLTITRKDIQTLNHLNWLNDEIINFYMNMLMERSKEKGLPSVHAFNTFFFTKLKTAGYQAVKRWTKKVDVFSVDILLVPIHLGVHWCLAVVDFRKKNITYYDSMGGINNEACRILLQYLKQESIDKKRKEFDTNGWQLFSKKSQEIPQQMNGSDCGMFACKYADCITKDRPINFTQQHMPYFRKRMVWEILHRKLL
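system = hSENP1 catalytic domain, recombinant | reagent = SFCypet-SUMO1-SFYpet substrate at 25 nM | doses = one dose per compound, 10 µM, 0.5% DMSO | incubation = enzyme reaction for 50 min at room temperature, dark | measured by = FRET, CFP and YFP emission | controls = no-enzyme low, enzyme-DMSO high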
UBC13 inh – blocks human UBC13 polyubiquitin chain formation; inhibition, % at 20 µM; TR-FRET; 330,000 compounds, 0.47% hits; P61088; in the data active = inhibition above about 45%, passing the limit was not always enough
Target sequence (P61088 whole entry, looked up): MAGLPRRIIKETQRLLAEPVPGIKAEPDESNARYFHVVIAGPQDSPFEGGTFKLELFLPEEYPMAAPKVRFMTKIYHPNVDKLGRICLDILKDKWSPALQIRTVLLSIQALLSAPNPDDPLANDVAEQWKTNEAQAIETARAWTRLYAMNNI
Active calls of the source: *; x = not tested or not shown.

SMILES	beta cell repl	HKDC1 inhibitor	SENP6 block	PfG6PD inh	SENP7 inh	SENP8 block-1	SENP8 block-2	SENP1 inh	UBC13 inh
CCO/N=C(/c1nonc1N)N1CCN(c2ccc([N+](=O)[O-])cc2)CC1	0	-1	-11	9	-9	-3	15	-8	-5
Cc1cccc(NC(=O)CCC2CCN(Cc3nccs3)CC2)c1	-5	-4	-17	-7	-11	-11	9	-3	-2
COC(=O)Cc1ccc(NC(=S)NCc2ccccc2Cl)cc1	0	5	4	-6	3	11	9	1	9
Cn1c(=O)c2c(ncn2Cc2ccc(Cl)c(Cl)c2)n(C)c1=O	-3	-11	2	0	-8	-9	10	0	85*
COc1ccccc1-c1sc2ccccc2c1-c1ccc(OCCN2CCCCC2)cc1	x	1	x	20	7	x	-113	3	x
CCc1ccc(OCC(=O)NNC(=O)Cc2cccs2)cc1	0	-10	3	22	4	-1	10	0	-5
CCN(CC(=O)Nc1c(F)cccc1F)C(=O)c1ccc(COc2ccccc2)cc1	1	-6	4	13	7	6	6	1	-1
OCC[C@@H]1C[C@H](O)[C@@H](O)[C@@]2(OCc3ccccc32)O1	1	-1	-5	-6	3	-9	12	0	3
CC(=O)c1c(C)[nH]c(C(=O)OCc2csc(CC(=O)Nc3ccccc3C)n2)c1C	0	-2	-7	5	7	-1	-6	-12	11
O=C(O)c1cccc(NC(=O)c2cn(-c3ccccc3)nc2-c2cc3ccccc3o2)c1	-5	5	-12	-32	8	8	-5	1	-10
C=CCNC(=S)N1CCC(Cc2ccccc2)CC1	0	-5	-3	19	2	7	2	3	12
COc1ccccc1NC(=O)Nc1nc(CC(=O)Nc2ccc(F)c(F)c2)cs1	-6	0	-9	15	7	-4	5	1	8
Cc1ccc(C)c(Oc2coc3cc(OC(=O)c4cccs4)ccc3c2=O)c1	0	9	0	-7	-2	6	-108	-4	7
CCCOc1cccc(OCC(=O)Nc2nc3ccccc3[nH]2)c1	-1	-6	-4	3	10	2	7	-1	-5
c1ccc(-n2cnnc2SCc2cn3ccccc3n2)cc1	1	-8	-6	9	-6	-6	12	-1	12

Reprinted from the part before: 4 compounds, then new ones.
SMILES	beta cell repl	HKDC1 inhibitor	SENP6 block	PfG6PD inh	SENP7 inh	SENP8 block-1	SENP8 block-2	SENP1 inh	UBC13 inh
COc1ccccc1NC(=O)Nc1nc(CC(=O)Nc2ccc(F)c(F)c2)cs1	-6	0	-9	15	7	-4	5	1	8
Cc1ccc(C)c(Oc2coc3cc(OC(=O)c4cccs4)ccc3c2=O)c1	0	9	0	-7	-2	6	-108	-4	7
CCCOc1cccc(OCC(=O)Nc2nc3ccccc3[nH]2)c1	-1	-6	-4	3	10	2	7	-1	-5
c1ccc(-n2cnnc2SCc2cn3ccccc3n2)cc1	1	-8	-6	9	-6	-6	12	-1	12
CN(CC(=O)Nc1cccc(F)c1)C(=O)c1cn(-c2ccccc2)nc1-c1cccs1	-5	2	-15	10	4	10	-8	-2	2
Cc1cc2c(s1)c1cnn(Cc3ccccc3F)c(=O)c1n2C	-3	-4	-8	5	7	-5	8	-3	3
NC(=O)c1ccc(Oc2cccc3cccnc23)c([N+](=O)[O-])c1	1	9	8	19	1	4	-127	-62	7
COc1ccc(NS(=O)(=O)c2ccc(N3C(=O)CCC3=O)cc2)cc1	-1	-9	-10	-9	0	-1	8	1	6
Cc1cc(NC(=O)CSc2nc(C(C)C)nc3ccccc23)no1	-1	-1	-20	-7	-10	-4	9	-1	8
Cc1ccc(C)c(NC(=O)C2CCCN2/C=C/C(=O)C(F)(F)F)c1 (stereo not drawn)	3	-6	3	2	0	6	6	5	-8
O=C(Nc1ccccc1)C1CCCN(C(=O)c2ccc(F)cc2)C1 (stereo not drawn)	-3	-3	2	-6	-1	3	14	-2	0
Cc1ccc(CCNC(=O)CN2C(=O)COc3ccc(S(=O)(=O)N4CCCCC4)cc32)cc1	0	-6	3	15	4	8	3	1	-5
CCC(C)NC(=O)CSc1nc2ccccc2c(=O)n1CCCN1CCCCC1 (stereo not drawn)	-3	-5	7	-7	12	1	8	0	-2
O=S(=O)(Cc1ccc(Cl)cc1)NCC1CCCO1 (stereo not drawn)	-2	-7	-3	-10	-10	-11	7	1	4
Cc1ccc(C)c(NC(=S)NC(NC(=O)/C=C/c2ccccc2)C(Cl)(Cl)Cl)c1 (stereo not drawn)	-6	-2	4	4	4	9	13	-1	-15
Cc1ccc(C)c(N2CCN(S(=O)(=O)c3ccc4c(c3)NC(=O)CS4)CC2)c1	-5	1	11	4	-2	-2	14	2	-5
CN1CCOCCOCCN(C)C(=O)N2CCOCCOCCN(CCOCC2)C1=O	0	-10	2	-8	7	-8	1	2	7
O=C(NN1C(=O)c2ccccc2NC1c1ccoc1)c1ccccc1 (stereo not drawn)	-2	-12	-26	9	-6	-5	-440	0	1
Cc1ccnc(SCc2ccc(C(=O)O)cc2)n1	3	-6	20	2	-2	1	24	2	-7

Pulled by compound from the entries so far:
SMILES	beta cell repl	HKDC1 inhibitor	SENP6 block	PfG6PD inh	SENP7 inh	SENP8 block-1	SENP8 block-2	SENP1 inh	UBC13 inh
Cc1ccc(C)c(N2CCN(S(=O)(=O)c3ccc4c(c3)NC(=O)CS4)CC2)c1	-5	1	11	4	-2	-2	14	2	-5
CN(CC(=O)Nc1cccc(F)c1)C(=O)c1cn(-c2ccccc2)nc1-c1cccs1	-5	2	-15	10	4	10	-8	-2	2
COc1ccc(NS(=O)(=O)c2ccc(N3C(=O)CCC3=O)cc2)cc1	-1	-9	-10	-9	0	-1	8	1	6

Next records follow.
SMILES	beta cell repl	HKDC1 inhibitor	SENP6 block	PfG6PD inh	SENP7 inh	SENP8 block-1	SENP8 block-2	SENP1 inh	UBC13 inh
Cc1noc(C)c1CCC(=O)O	-1	-8	-5	-5	-5	-9	15	-1	-12
COCCn1c(N)c(N(Cc2ccccc2)C(=O)c2cc(=O)[nH]c3ccccc23)c(=O)[nH]c1=O	-1	-8	-2	2	-1	-8	-2	-6	4
CCN(CC)CCn1c(NC(=O)c2ccc(C)cc2)nc2ccccc21	-3	-6	18	-4	-2	2	-56	-14	-1
CC(=O)NC1=NN(C(C)=O)C2(S1)C(=O)N(C(C)=O)c1ccc(C)cc12 (stereo not drawn)	2	-6	2	-2	1	0	9	3	-2
O=C(CSc1nnc(Cc2cc(=O)[nH]c(=O)[nH]2)n1-c1ccc(F)cc1)NC1CCCC1	-2	-4	-3	-11	0	-1	-1	8	6
FC(F)Oc1ccc(NC(=S)NCc2ccccc2)cc1	-3	-6	-11	4	0	-9	5	3	-8
O=C(c1cc([N+](=O)[O-])ccc1Cl)N1CCN(c2ccc(F)cc2)CC1	-3	-12	1	8	0	2	11	-1	-7
Cc1ccc(C(=O)Nc2nnc(SCC(=O)N3CCCc4ccccc43)s2)cc1	0	-9	34	-14	9	2	-32	-1	0
O=C(NCC(c1cccs1)N1CCOCC1)c1ccc(Cl)c(S(=O)(=O)N2CCOCC2)c1 (stereo not drawn)	0	-7	-5	9	9	4	17	1	11
COc1ccc(/C=N/NC(=O)C(C)n2cnc3ccccc3c2=O)cc1OC (stereo not drawn)	0	-3	-19	12	-9	-6	10	0	-6
CC(=O)c1c(C)[nH]c(C(=O)OCc2ccccc2F)c1C	-3	2	-4	-6	-6	-4	12	-1	7
COC(=O)C1C(c2ccc(OC)cc2)NC(=O)NC1(O)C(F)(F)Cl (stereo not drawn)	0	-10	-10	-12	1	0	1	3	-5
C(=N\N1CCN(c2ccccn2)CC1)/C1=C(N2CCOCC2)C(=C/c2ccccc2)/CC1	-3	4	-1	1	4	-4	-2	-2	0
CCCC(c1nnnn1C(C)(C)CC)N1CCN(C2CCCC2)CC1 (stereo not drawn)	-1	-2	-1	3	8	5	22	-1	4
CCOC(=O)C1=C(c2ccccc2)Nc2nc(C)nn2C1c1cccc(OC)c1OC (stereo not drawn)	-3	-8	4	-4	11	4	6	2	-14
CCN1C(=O)[C@@H]2[C@H](C1=O)[C@@H]1C(=O)Nc3ccccc3C(=O)N1[C@@H]2c1ccc(OC)cc1	3	2	-11	-11	1	2	-19	2	-1
COc1cccc(SCc2noc(C(=O)NCc3ccccc3)c2C(=O)NCc2ccccc2)c1	-1	-1	-18	-8	-14	-19	34	3	0
CC(C)C[C@H](NC(=O)NCCc1ccc(Cl)cc1)C(=O)O	-3	-6	-9	-5	-2	4	5	1	-3
CCN(CC)S(=O)(=O)c1ccc(N/N=C/c2ccccc2OCC(=O)O)c([N+](=O)[O-])c1	-2	4	3	-18	4	6	51*	5	-82
CC(C)=C1C2CCC1C1C(=O)N(c3ccc(C)c(C)c3)C(=O)C21 (stereo not drawn)	-3	-11	-4	2	-4	-8	13	-1	-10
O=C(CN(C(=O)c1ccccc1Cl)N1C(=O)CCCC1=O)c1ccc(Cl)cc1	-3	15	5	-19	3	-4	6	2	-2
CC(C)CNC(=O)NC(=O)COc1c(F)c(F)cc(F)c1F	1	3	-2	-7	14	-14	15	1	1
O=C1Nc2ccccc2SC1c1ccccc1 (stereo not drawn)	x	-4	x	21	x	x	11	3	x
Cc1ccc2[nH]c(=O)c(CN(Cc3ccco3)C(=O)CN3CCCC(C)C3)cc2c1 (stereo not drawn)	-1	-8	7	-3	-1	4	-111	0	0
O=C(O)c1ccc(-n2nc(C(F)(F)F)c3c2-c2ccoc2CC3)cc1	0	12	-13	-15	-8	-8	-14	2	-1
CC(C)(C)C(=O)Nc1ccc(N2CCCC2)cc1	-1	-2	-11	-2	3	5	-1	7	-2
CN1CCN(C(=O)C(C(=O)c2ccc(F)cc2)n2ccccc2=O)CC1 (stereo not drawn)	-2	-2	-9	-9	0	3	13	2	4

Compound activity: PubChem, Sanford-Burnham Center for Chemical Genomics
